Assay outcomes deposited in PubChem by several laboratories.
TPT1 inhibitor: inhibitors of Candida albicans tRNA 2'-phosphotransferase TPT1. recombinant caTPT1, FP RNA substrate dephosphorylation. inhibition, % at 5 µM. 0.81% of 300,000 active. AID 1962;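 active = inhibition above the mean of all tested compounds plus 3 SD, set per screening campaign, cut at about 24% in these data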;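 also: plate controls were DMSO alone for no effect and ferristatin control at 100 nM for full effect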
GSTO1 inh: counter-screen for RBBP9 inhibitors: inhibitors of human GSTO1; P78417; recombinant GSTO1, activity-based probe fluorescence polarization; inhibition, % at 5.96 µM; 1.1% of 300,000 active; AID 1974;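 active = inhibition above the campaign mean inhibition plus 3 SD, cut at about 35% in these data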;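 also: 0% = GSTO1-1 with DMSO and 100% = wells lacking GSTO1-1 enzyme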
Target sequence (P78417 whole entry, looked up): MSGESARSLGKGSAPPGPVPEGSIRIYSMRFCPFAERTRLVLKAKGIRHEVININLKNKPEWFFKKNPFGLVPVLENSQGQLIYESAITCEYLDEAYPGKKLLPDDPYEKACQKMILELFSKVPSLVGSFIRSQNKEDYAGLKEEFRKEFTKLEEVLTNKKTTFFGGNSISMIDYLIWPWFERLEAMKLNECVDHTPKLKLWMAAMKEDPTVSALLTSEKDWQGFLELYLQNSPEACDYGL
GLD-1 RNA inh: GLD-1-TGE RNA interaction inhibition (C. elegans) | Q17339 | purified GLD-1 + fluorescein TGE RNA, fluorescence polarization | inhibition, % at 5.96 µM | 0.44% of 320,000 active;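 active = percent inhibition above a per-plate cutoff, the plate mean of test compounds plus 3 SD, cut at about 30% in these data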;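 also: 0% = DMSO wells with GLD-1 and probe and 100% = wells lacking GLD-1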
MCL1-BIM inh: inhibitors of human MCL1 binding to BIM-BH3 peptide. GST-MCL1 / FITC-Bim-BH3 fluorescence polarization. inhibition, % at 10.9 µM. 0.68% of 320,000 active. Q07820;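 active = inhibition above the mean inhibition of all tested compounds plus 3 SD, set per campaign, cut at about 40% in these data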;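 also: 0% = DMSO wells and 100% = unlabeled Bim-BH3 peptide control; higher means more loss of mP so more displacement of Bim peptide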
Target sequence (Q07820 whole entry, looked up): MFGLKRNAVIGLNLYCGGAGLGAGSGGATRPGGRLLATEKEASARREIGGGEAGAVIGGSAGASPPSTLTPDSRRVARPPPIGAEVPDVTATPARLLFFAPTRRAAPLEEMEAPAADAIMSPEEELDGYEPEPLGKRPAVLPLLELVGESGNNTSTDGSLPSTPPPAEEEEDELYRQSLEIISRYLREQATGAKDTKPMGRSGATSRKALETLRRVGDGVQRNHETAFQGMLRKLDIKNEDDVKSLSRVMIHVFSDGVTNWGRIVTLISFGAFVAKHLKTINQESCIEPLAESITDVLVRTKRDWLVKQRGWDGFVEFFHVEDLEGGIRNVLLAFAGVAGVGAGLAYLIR
PME-1 primary: PME-1 (human) inhibition | Q9Y570 | recombinant PME-1, FP-Rh probe fluorescence polarization | inhibition, % at 5.9 µM | 0.53% of 320,000 active | AID 2130;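 active = inhibition above the campaign mean of all compounds plus 3 SD, cut at about 26% in these data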;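 also: competitive labeling of PME-1 active site by serine hydrolase directed probe; 0% = PME-1 with DMSO and 100% = wells lacking PME-1 enzyme; inhibitors block probe labeling so polarization falls and inhibition rises; many of its hits are not listed in these tables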
Target sequence (Q9Y570 whole entry, looked up): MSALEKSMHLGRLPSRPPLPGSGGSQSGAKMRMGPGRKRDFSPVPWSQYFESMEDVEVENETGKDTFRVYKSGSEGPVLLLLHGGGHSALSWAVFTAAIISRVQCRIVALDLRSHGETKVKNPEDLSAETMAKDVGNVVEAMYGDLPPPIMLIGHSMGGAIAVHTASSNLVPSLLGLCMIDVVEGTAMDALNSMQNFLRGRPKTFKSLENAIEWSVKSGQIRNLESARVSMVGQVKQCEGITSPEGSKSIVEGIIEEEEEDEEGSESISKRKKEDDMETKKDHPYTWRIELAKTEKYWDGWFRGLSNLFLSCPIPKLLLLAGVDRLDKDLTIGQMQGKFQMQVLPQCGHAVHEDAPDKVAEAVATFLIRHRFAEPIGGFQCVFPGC
MEX-5 binding: C. elegans MEX-5 TCR-2 RNA binding activity; Q9XUB2; 0.38% of 300,000 active; activity score (negative = inhibition of binding), % at 10 µM; MEX-5/FITC-TCR2 RNA binding, fluorescence polarization; active compounds read low;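 active = inhibition past about -25% in most replicates, and total fluorescence under double the plate's negative control median, limit read from the data; inconclusive = replicates evenly split on the limit, or fluorescence at least double controls; inactive = too little inhibition in most replicates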;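 also: 0% = DMSO and -100% = 5 µM competing unlabeled TCR2 RNA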
BCLXL inh: inhibitors of human Bcl-xL; GST-Bcl-xL / FITC-Bim BH3 peptide fluorescence polarization; inhibition, % at 10.9 µM; 0.7% of 320,000 active; AID 2129;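 active = inhibition above the mean of all tested compounds plus 3 SD, cutoff set per campaign, cut at about 30% in these data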;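 also: 0% = DMSO wells and 100% = unlabeled Bim-BH3 peptide competitor; inhibitors lower millipolarization by displacing the labeled peptide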
Fam108B inh: counter-screen for RBBP9 inhibitors: inhibitors of mouse Fam108B | inhibition, % at 9.51 µM | recombinant Fam108B, FP-Rh probe fluorescence polarization | AID 1947 | 0.33% of 300,000 active;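 active = inhibition above the screen mean inhibition plus 3 SD, computed separately per campaign, cut at about 18% in these data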;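 also: inhibitors lower polarization as less probe binds the enzyme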
PAD4 FP inh: PAD4 (human) enzyme inhibition; Q9UM07; recombinant PAD4, RCA probe fluorescence polarization; inhibition, % at 6.36 µM; 0.41% of 330,000 active;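 active = percent inhibition above a cutoff equal to the mean of all tested compounds plus 3 SD, cut at about 15% in these data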;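 also: 0% = PAD4 with RCA probe and DMSO and 100% = probe without PAD4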
* = called active by the depositor; ? = inconclusive; / = not tested or not shown.

SMILES | TPT1 inhibitor | GSTO1 inh | GLD-1 RNA inh | MCL1-BIM inh | PME-1 primary | MEX-5 binding | BCLXL inh | Fam108B inh | PAD4 FP inh
COc1ccc(/C=N/Nc2ncnc(Cl)c2N)cc1OC | -1.3 | 11.2 | 0.5 | 3.9 | -6.3 | -5.6 | 9.4 | 1.2 | -4.5
CC(C)NC(=O)Cn1c(SCC(=O)N2CCCc3ccccc32)nc2ccccc21 | -0.6 | 1.4 | 5.8 | 2.9 | 2.6 | 0.0 | -1.3 | 2.1 | -2.9
COc1ccc(-n2nc(C(=O)NCC(=O)N3CCCC(C)C3)c3ccccc3c2=O)cc1 (stereo not drawn) | 0.7 | 3.2 | -8.0 | 4.4 | -2.4 | 1.7 | 0.5 | -3.8 | -10.5
Cc1cc2occ(CC(=O)N(C)CC(=O)Nc3ccc(F)cc3)c2cc1C | -0.1 | 9.9 | 1.0 | 6.7 | 3.3 | 1.4 | 7.6 | 3.5 | -1.3
O=C(CSc1nnc(C2CC2)n1C1CC1)c1ccccc1F | / | / | 1.8 | 4.9 | -0.4 | / | 5.7 | / | -0.8
Cc1nnc(N(Cc2ccco2)C(=O)c2cccc(C#N)c2)s1 | -3.5 | -2.2 | 6.0 | 6.9 | 4.2 | -1.6 | 2.9 | 1.6 | 0.1
COC(=O)c1ccc(OCc2nc(N)nc(N3CCOCC3)n2)cc1 | -3.3 | 6.1 | 4.1 | 0.5 | -5.5 | 1.3 | 4.4 | 7.0 | 0.4
COc1ccc(Br)cc1C(=O)Nc1ccc(O)cc1 | 1.8 | 3.7 | 3.2 | 0.5 | 1.8 | -1.3 | 1.7 | 1.1 | -0.4
CCOc1ccc(N(Cc2ccccc2F)C2=NC3CS(=O)(=O)CC3S2)cc1 (stereo not drawn) | -3.2 | 6.9 | 5.8 | 5.2 | -2.3 | -0.5 | 8.2 | 1.0 | -2.0
Cc1cccc(CCN2C(Nc3ccccc3)=NC[C@@H]2C)c1 | -2.6 | 1.5 | 6.5 | 0.3 | 1.5 | / | 0.4 | -1.3 | -4.0
CCc1ccccc1NC(=O)CC1CS(=O)(=O)CC1CC(=O)Nc1ccccc1CC (stereo not drawn) | 0.5 | 2.7 | -4.8 | -1.6 | -4.1 | -1.6 | 2.9 | -0.5 | -2.0
Cc1ccc(NC(=O)c2snc3ccc(Cl)cc23)cc1C | -5.4 | -1.5 | 6.0 | 6.0 | 9.4 | -2.1 | 3.7 | -1.9 | 5.2
CCOc1ncccc1C(=O)NCc1cccc(OC)c1 | -6.9 | 4.6 | 5.8 | 11.0 | 9.4 | 1.3 | 11.3 | 1.3 | -1.8
N=C1SCC(=O)N1c1ccccc1Cl | -4.2 | 3.2 | -6.4 | 0.5 | 3.3 | -2.0 | 5.0 | 5.8 | -2.3
Cc1cc(NC(=O)c2cccc([N+](=O)[O-])c2)no1 | 0.6 | -5.6 | 1.6 | 5.8 | -5.6 | 3.1 | 1.6 | -0.4 | 1.4
CCOC(=O)c1c(-c2cccc(N)c2)cn2ccccc12 | -1.2 | 13.9 | 3.0 | 2.3 | -6.8 | -2.5 | 0.1 | -3.0 | 0.8
CCN(CC)CCn1c2c(c(SCC(=O)Nc3cc(OC)cc(OC)c3)nc1=O)CCC2 | 0.1 | -17.5 | 1.9 | 2.6 | 0.0 | -1.0 | 1.5 | -0.9 | 5.4
CC(=O)N(Cc1ccccc1)c1ccc(C(=O)O)cc1 | -1.7 | 0.0 | 2.6 | -3.2 | -4.9 | 0.6 | -1.3 | 1.3 | 0.9
COc1cc(CC(=O)O)c([N+](=O)[O-])cc1OC | 0.7 | -8.2 | 1.2 | 8.9 | -1.4 | -0.8 | 5.8 | -0.1 | -1.2
CCOC(=O)c1nnc(-c2ccccc2)nc1Sc1ccccc1Cl | -3.1 | -5.9 | 5.3 | 6.9 | 5.0 | 0.9 | 4.0 | 2.0 | 7.2
CCOc1ccc(S(=O)(=O)N2CCN(C(=O)Cc3ccc(S(=O)(=O)N4CCOCC4)s3)CC2)cc1 | 5.6 | -2.6 | -8.0 | 6.2 | 7.6 | 19.3 | 1.6 | -5.5 | -2.6
Cc1cc(C)nc(Nc2ccc(O)cc2)n1 | -5.2 | 1.8 | 0.5 | 3.3 | -3.8 | 1.3 | 2.3 | -1.2 | 0.8
Cc1ccc(NC(=O)C(=O)N2CCCC2)cc1Cl | -1.9 | -4.4 | 2.4 | -21.3 | -8.0 | 0.8 | -15.4 | -4.1 | -6.5
COC(=O)c1ccc(C2/C(=C(\O)c3ccc(OC)c(C)c3)C(=O)C(=O)N2c2cc(C)on2)cc1 (stereo not drawn) | 1.6 | -7.6 | -16.5 | -3.9 | 4.5 | -0.6 | 1.1 | -5.9 | -9.2
Cc1ccc(NC(=O)CSCC(=O)Nc2nnc(C3CC3)s2)cc1 | 0.8 | -1.0 | 4.9 | -1.4 | -2.7 | 1.7 | -5.1 | -3.2 | 3.5

(listing goes on)
SMILES | TPT1 inhibitor | GSTO1 inh | GLD-1 RNA inh | MCL1-BIM inh | PME-1 primary | MEX-5 binding | BCLXL inh | Fam108B inh | PAD4 FP inh
COc1ccc(CCNC(=O)COc2ccc(S(=O)(=O)NC(C)C)cc2)cc1OC | -1.8 | 2.5 | 4.2 | 0.6 | -3.5 | -1.6 | 5.5 | -0.7 | -3.4
CC(c1ccco1)N(C(=O)C12CC3CC(CC(C3)C1)C2)c1ccccn1 (stereo not drawn) | -0.9 | 3.9 | 2.3 | 3.1 | 3.5 | 0.9 | 6.8 | -0.5 | 0.2
CC1(C)CC(=O)C(N=Nc2cccc(F)c2C#N)=C(O)C1 | -1.6 | 10.1 | 7.5 | 3.9 | -3.8 | -1.0 | 1.8 | -5.3 | 3.3
Cc1cccc2c1-c1sc(C(=O)Nc3nccs3)cc1CO2 | -6.1 | 6.7 | -11.9 | 2.1 | -22.6 | -0.3 | 3.5 | -7.3 | 0.8
CC1=NCCN1S(=O)(=O)c1ccccc1[N+](=O)[O-] | 1.4 | 6.2 | 2.5 | 18.9 | -2.4 | -0.3 | 2.1 | 4.5 | -8.4
COC(=O)c1c(NC(=O)COC(=O)[C@@H](NS(=O)(=O)c2ccccc2)C(C)C)sc2c1CCC2 | 1.0 | -7.4 | -4.6 | -0.7 | 2.6 | -2.4 | 0.1 | -5.9 | 2.2
CC(=O)c1cccc(NC(=S)NCc2ccco2)c1 | -1.1 | 1.8 | 4.5 | 12.4 | -12.4 | -0.9 | 6.2 | -15.0 | -0.2
CN(C)CCN1C(=O)C(=O)/C(=C(/O)c2ccc(F)cc2)C1c1ccccc1F (stereo not drawn) | -0.9 | 1.4 | 3.9 | 1.8 | -1.4 | -0.2 | 7.0 | -3.6 | 4.0
CCNC(=O)C1CC(=O)N(Cc2ccc3c(c2)OCO3)C(=Nc2ccc(OCC)cc2)S1 (stereo not drawn) | 2.2 | -3.9 | -3.8 | -11.4 | 6.8 | 1.8 | -3.7 | -2.3 | -4.6
Cc1cc(NCCCN2CCOCC2)n2c(nc3ccccc32)c1C#N | 9.8 | -5.6 | 1.4 | 2.8 | -3.5 | -2.8 | 1.6 | -4.0 | -5.4
CCCN(CC(=O)Nc1ccc(Cl)cc1Cl)C(=O)/C=C/c1cccc([N+](=O)[O-])c1 | 0.3 | -2.2 | -2.6 | -11.8 | -0.9 | 2.3 | -4.7 | -1.4 | -2.7
O=C(Nc1ccc(Cl)cc1C(F)(F)F)C(Sc1nnc(-c2cccs2)o1)c1ccccc1 (stereo not drawn) | -0.5 | 11.4 | 1.3 | 6.4 | -21.8 | -1.4 | 2.4 | -5.6 | -4.9
COc1cc(NC(=O)CSc2nc3c(c(=O)n(C)c(=O)n3C)n2C)cc(OC)c1 | -2.7 | 17.7 | -0.6 | 6.3 | 1.1 | -2.5 | 3.6 | 1.8 | 4.4
Cc1c(OCc2ccccc2)cccc1OCc1ccccc1 | -3.6 | -9.6 | 12.5 | 5.3 | -8.4 | 0.5 | 5.1 | 0.8 | -4.6
O=C(CN1CCN(C(=O)c2cccs2)CC1)Nc1ccc(Br)cc1 | 1.8 | 10.9 | -1.2 | -1.1 | 0.5 | 0.7 | -0.3 | -8.0 | 5.7
N#CC1(NC(=O)COC(=O)c2ccccc2[N+](=O)[O-])CCCCC1 | 1.1 | 4.1 | -1.3 | -0.5 | 1.3 | 2.8 | 7.0 | 2.5 | -0.6
NC(=O)c1cc([N+](=O)[O-])ccc1NCc1cccnc1 | -4.8 | -3.5 | 3.3 | 1.9 | 2.9 | -0.1 | 3.4 | -1.8 | -8.9
COCCCNC(=O)C1CCN(c2nc(C)cc(C)n2)CC1 | -3.3 | 3.6 | 5.4 | -2.3 | 2.3 | 2.0 | 4.2 | -1.7 | -0.2
CCc1cc(C(=O)OC)c(NC(=O)CN2CCN(C(=O)c3ccco3)CC2)s1 | 0.8 | -4.8 | -3.6 | 4.7 | 3.0 | -1.3 | 0.9 | 2.5 | -4.7
Cc1cc(C)c(NC(=O)COC(=O)/C=C/c2cccs2)c(C)c1 | 0.4 | 0.1 | 2.8 | -3.2 | 0.2 | / | -0.1 | -4.2 | 2.8
CC1CCC(=NNC(=O)Cc2cccn2C)CC1 (stereo not drawn) | 4.2 | -1.6 | 2.9 | -4.6 | -2.4 | 0.9 | -0.8 | -1.8 | -1.1
COc1ccc(C(=O)/C=C/c2ccc(N3CCCCC3)c([N+](=O)[O-])c2)c(OC)c1 | 10.5 | 1.8 | -0.6 | -9.1 | -43.6 | ? | -3.0 | 3.0 | -2.2
CCOC(=O)c1sc(NC(=O)C(C)Sc2nnc(N)s2)nc1C (stereo not drawn) | -0.9 | 5.1 | 1.6 | -2.2 | 4.2 | -4.8 | -6.6 | 1.3 | 2.8
CN(CC(=O)Nc1ccc(F)cc1)C(=O)C1CCN(C(=O)Nc2ccccc2)CC1 | / | / | -1.1 | 4.3 | -0.3 | / | 0.9 | / | -1.9
COC(=O)c1cc(=O)n(Cc2ccc(F)cc2)c(=Nc2ccccc2)s1 | -0.6 | 13.3 | 1.0 | 4.5 | -6.8 | -1.6 | 4.8 | -7.4 | -1.8

Following part.
SMILES | TPT1 inhibitor | GSTO1 inh | GLD-1 RNA inh | MCL1-BIM inh | PME-1 primary | MEX-5 binding | BCLXL inh | Fam108B inh | PAD4 FP inh
Cc1ccc(/C(N)=N/OC(=O)Cc2cccc3ccccc23)cc1 | -0.5 | 7.1 | 1.8 | 4.5 | -5.9 | 1.0 | 6.0 | -0.1 | -0.1
Cc1ccc(-c2nc(C(=O)NCC3CCCO3)cc3c2[nH]c2ccccc23)cc1 (stereo not drawn) | -1.8 | -27.3 | 13.7 | 20.0 | -31.2 | 1.0 | 16.1 | -24.9 | -3.4
Cc1ccc(S(=O)(=O)N(Cc2ccccc2)Cc2ccco2)cc1 | 6.0 | 3.0 | 4.4 | 1.7 | 4.2 | -0.2 | 5.4 | -1.6 | 1.1
COC(=O)N1C(=O)[C@](c2ccc(OC)cc2)(C(C)C)N1C(=O)OC | -2.0 | -8.3 | 8.4 | -2.6 | 49.1* | 1.5 | 0.3 | 0.0 | -1.8
O=C(NCCN1CCN(c2ccccc2)CC1)C1CCN(S(=O)(=O)c2cccc3nonc23)CC1 | 4.3 | -1.4 | 1.9 | 5.8 | -1.5 | 0.5 | 3.4 | 4.2 | -0.8
COc1ccc(CCNc2ccc(N3C(=O)CC(C)C3=O)cc2[N+](=O)[O-])cc1OC (stereo not drawn) | -8.3 | 4.4 | -1.3 | 5.6 | 5.5 | -3.7 | 4.9 | -3.5 | 1.3

These rows are one share of the data; the hit share may differ from the screen's.
